Source: PubChem BioAssay
HIF-2a inh = inhibitors of HIF-2a; 786-0 RCC cells HIF-2a reporter, luciferase luminescence, overnight; 0.72% of 360,000 active; AID 624352; inhibition, % at 18.8 µM;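 active means inhibition of the luminescence signal of 40% or more relative to plate controls, in a single-dose primary screen at 18.75 µM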
Vif imaging = blocks HIV Vif function; HEK293T cells, Vif self-association by quenched fluorescence, imaging, 24 h; inhibition, % at 7.49 µM; 0.35% of 340,000 active; AID 602346; in the data active means inhibition above about 50%, passing the limit was not always enough; inconclusive means no clear call, values can overlap the other calls; inactive means below about 31%; further: some results filed as inactive read as strong as hits
hiPSC survival = increases survival of single human iPS cells | hiPSC single-cell survival, ATPlite luminescence; 100% = ROCK inhibitor wells, 0% = DMSO | survival enhancement, % at 20 µM | 0.044% of 360,000 active | AID 602274; in the data active means survival enhancement above about 18%;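 further: cells exposed to compounds for 16 hours before the ATP read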
aDG glyco act = increases alpha dystroglycan glycosylation. Pro5-aDG cells, alpha-DG glycosylation AlphaScreen (IIH6); 0% Pro5, 100% B10-LARGE cell signal. activation, % at 10 µM. 0.22% of 360,000 active. AID 624168;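 active means activation of at least 8% versus controls, or a plate z-score of at least 8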;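 further: Pro5 are CHO cells carrying HIG-tagged alpha-DG that lacks glycosylation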
NR2E3 ag-1 = human photoreceptor-specific nuclear receptor agonism | AID 602229 | Q9Y5X4 | CHO-S Gal4-NCOR/VP16-NR2E3 two-hybrid, luciferase | 0.35% of 360,000 active | inhibition of corepressor binding, % at 3.98 µM;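 active means inhibition above the mean of all tested compounds plus 3 SD, cut at about 70% in these data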;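 further: 0% = DMSO with NR2E3 transfected cells and 100% = cells lacking NR2E3 construct; higher means lower luciferase signal from less NR2E3 corepressor binding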
Target sequence (Q9Y5X4 whole entry, looked up, the tested form may be a part): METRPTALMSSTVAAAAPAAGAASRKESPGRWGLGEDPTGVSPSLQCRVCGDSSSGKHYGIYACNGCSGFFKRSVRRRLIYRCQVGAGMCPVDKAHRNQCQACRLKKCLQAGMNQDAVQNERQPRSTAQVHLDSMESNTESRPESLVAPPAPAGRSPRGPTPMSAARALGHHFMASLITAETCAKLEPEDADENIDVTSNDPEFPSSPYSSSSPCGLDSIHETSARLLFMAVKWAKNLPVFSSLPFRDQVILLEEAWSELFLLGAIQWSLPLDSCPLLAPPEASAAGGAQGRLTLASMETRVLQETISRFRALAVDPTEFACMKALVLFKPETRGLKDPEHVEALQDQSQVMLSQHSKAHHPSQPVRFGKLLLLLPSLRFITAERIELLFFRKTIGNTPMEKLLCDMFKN
MITF TRPM1 inh = inhibitors of MITF-driven TRPM1 promoter in melanoma cells; SK-MEL-5 TRPM1 promoter luciferase, 24 h; inhibition, % at 12.5 µM; 0.83% of 330,000 active; AID 488899;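 active means mean inhibition across replicates of 60% or more, whatever share of single replicates reaches that level; inconclusive means some that reach 60%, reason not given; inactive means mean inhibition across replicates below 60%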; further: values of inactives mirror those of a sister screen read the other way
PDI turbidity = PDI (human) enzyme inhibition; inhibition, % at 10 µM; 0.052% of 350,000 active; P07237; PDI insulin aggregation turbidity, A650, 90 min;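 active means mean inhibition across replicates of 30% or more, whatever share of single replicates reach that level; inconclusive means mean inhibition below 30% while every single replicate reaches 30%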;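 further: absorbance from insulin aggregation driven by PDI reduction with DTT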
Target sequence (P07237 whole entry, looked up): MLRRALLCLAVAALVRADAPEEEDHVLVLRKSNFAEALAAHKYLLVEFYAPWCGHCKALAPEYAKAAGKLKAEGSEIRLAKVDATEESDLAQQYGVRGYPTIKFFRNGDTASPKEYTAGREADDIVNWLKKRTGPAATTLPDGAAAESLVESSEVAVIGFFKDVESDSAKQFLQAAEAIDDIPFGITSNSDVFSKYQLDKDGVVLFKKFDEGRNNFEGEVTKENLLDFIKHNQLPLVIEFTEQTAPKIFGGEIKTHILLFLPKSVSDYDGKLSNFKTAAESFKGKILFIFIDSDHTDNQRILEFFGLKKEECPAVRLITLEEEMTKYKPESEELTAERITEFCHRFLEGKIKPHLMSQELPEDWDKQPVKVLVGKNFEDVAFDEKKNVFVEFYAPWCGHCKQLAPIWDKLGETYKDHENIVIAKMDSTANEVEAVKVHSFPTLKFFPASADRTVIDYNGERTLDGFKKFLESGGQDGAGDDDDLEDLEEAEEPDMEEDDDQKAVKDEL
CaV13 ICDI inh = Disruptors of the CACNA1D IQ motif to Ca2+-dependent inactivation inhibitor domain association, primary screening, Förster resonance energy transfer in intact living … | inhibition, % at 12.3 µM | 0.098% of 340,000 active | HEK cells, CFP/YFP FRET ICDI-IQ, plate reader, 10 min; percent FRET-ratio fall versus neutral wells;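 active means mean replicate inhibition of at least 30% and at least 1% of replicates passing that level; inconclusive means only one of the two criteria is met; inactive means neither criterion is met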;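 further: 0% = median of the neutral control wells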
NR2E3 ag-2 = NR2E3 (human) agonism; 0.12% of 320,000 active; Q9Y5X4; GST-NR2E3/biotin-RetCOR TR-FRET, 1536-well; AID 2300; inhibition of corepressor binding, % at 4.78 µM;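 active means percent inhibition above the cutoff of mean plus 3 SD of all tested compounds, set per screening campaign, cut at about 20% in these data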;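 further: 0% = DMSO wells and 100% = biotin wells as full block of FRET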
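Material: NR2E3–RetCOR corepressor complex | Quantity: 1.35 nM GST-tagged NR2E3 final | Schedule: 5 h at 4 °C | Replication: Singlicate compound wells | Reagent: RetCOR corepressor, biotinylated, 7 nM | Controls: Biotin wells as high control, 0.6% DMSO wells as low control | Signal: TR-FRET, Eu(K)-anti-GST donor, streptavidin-D2 acceptor, ex 340, em 617/671 nm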
Granule exo inh = lytic granule exocytosis inhibition; TALL-104 LAMP-1 surface exposure, flow cytometry; cells stimulated with thapsigargin and PMA; inhibition, % at 10 µM; 0.66% of 360,000 active; AID 651702;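 active means inhibition above about 55%, limit read from the data; inconclusive means no clear call, values can overlap the other calls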
Peg3 promoter = Peg3 promoter activity inhibition | HeLa PEG-Prom luciferase reporter, luminescence, overnight | inhibition, % at 20 µM | 1.7% of 360,000 active | AID 588405;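 active means inhibition of at least 50% at 20 µM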
An asterisk follows results filed as active; ? = inconclusive; nt = not tested or not shown; + = active, no number.

SMILES	HIF-2a inh	Vif imaging	hiPSC survival	aDG glyco act	NR2E3 ag-1	MITF TRPM1 inh	PDI turbidity	CaV13 ICDI inh	NR2E3 ag-2	Granule exo inh	Peg3 promoter
O=C(CCC1CCCN(C(=O)c2ccc3c(c2)OCO3)C1)N1CCN(c2ccccn2)CC1 (stereo not given)	17	-4	-0.4	0.3	5	16	-2	-7	-3	-5	-6
CCCc1nc(S(=O)(=O)Cc2ccc(Cl)cc2Cl)n[nH]1	0	-7	-0.4	0.1	-20	-5	-5	-9	1	0	11
Cc1ccc(N2C(=O)C3CC(c4ccccc4)=C4C5C=CC(C6C(=O)N(c7ccc(C)cc7C)C(=O)C56)C4C3C2=O)c(C)c1 (stereo not given)	5	3	2.1	0.2	-3	11	-3	nt	-4	-1	-4
COc1ccc(Cl)cc1NC(=O)CSc1nnc(COc2ccccc2)n1N	12	nt	1.2	0.4	-22	-9	-8	nt	1	-3	22
CCc1nc2c(OCc3c(C)noc3C)cccn2c1N(C)C(=O)c1ccccc1F	16	nt	7.0	-0.4	-4	nt	-2	nt	nt	2	-9
CN(C)CCN1C(=O)C(=O)/C(=C(/O)c2ccc(S(=O)(=O)N3CCOCC3)cc2)C1c1ccc(Br)cc1 (stereo not given)	6	9	-0.4	0.3	-11	-5	1	nt	1	3	14
CCOCCCNC(=O)CSc1nc2nc(C)c(Cc3ccccc3)c(C)n2n1	10	-5	0.4	0.2	6	9	8	-7	0	-4	4
COC(=O)c1cc(COc2ccc3ccc(=O)oc3c2)c(C)o1	-8	1	1.5	0.3	-15	-7	7	-3	3	-1	-12
CC(C)CCNC(=O)c1[nH]c(C(F)(F)F)nc1-c1ccccc1	-2	-8	0.4	0.2	0	nt	nt	-4	nt	-4	11
Cc1oc(/N=C/c2ccc(O)cc2O)c(C#N)c1C	-6	-13	-2.4	1.2	-33	17	-1	+	2	4	19
O=C(Cn1cc(C(=O)c2ccco2)c2ccccc21)Nc1ccccc1	-11	-7	2.9	0.2	8	0	3	nt	-3	2	11
Cc1nnc2ccc(N3CCN(c4ccccn4)CC3)nn12	-71	9	1.6	-0.1	-4	nt	-2	-6	1	-1	-22
C/C=C(/C)C(=O)O[C@@H]([C@H](O)c1cc2ccc(=O)oc2cc1OC)C(C)(C)O[C@@H]1O[C@H](CO)[C@@H](O)[C@H](O)[C@H]1O	16	-3	4.2	-0.1	-4	2	0	-10	nt	-6	7
COc1ccc(CC(NC(C)=O)C(=O)NC2CCN(C(=O)C3CC3)CC2)cc1OC (stereo not given)	16	-1	0.5	-0.3	-14	-8	2	3	-3	-5	9
CCOC(=O)N1CCN(C(=O)c2ccc3c(=O)n(-c4ccc(OC)cc4OC)c(=S)[nH]c3c2)CC1	1	-7	-1.0	0.0	-8	1	3	nt	0	5	13
COc1ccc(N/C=C\C(=O)c2ccc3c(c2)OCO3)cc1OC	-239	-5	1.2	0.7	-47	-56	-1	-4	0	0	-203
CCN(c1cc(C)cc(C)c1)S(=O)(=O)c1nnc(NC(=O)c2ccco2)s1	20	-5	1.1	-0.2	-23	-3	-6	-15	3	-4	11
O=[N+]([O-])c1ccc(Cl)c(CN2CCCCCC2)c1	16	11	0.1	-0.1	-6	-3	-4	6	0	-24	0
COc1ccc(/C=N/N=C2/NC(=O)C(CC(=O)O)S2)cc1OCc1ccc(Cl)cc1Cl (stereo not given)	13	-4	-1.0	-0.1	-1	3	1	-3	1	-2	12
Cc1ccc(NC(=O)CCS(=O)(=O)c2cccc3nonc23)cc1Cl	-10	-4	0.7	0.1	13	-8	-3	-3	7	26	-7
O=C(O)C1CCCCC1C(=O)NCc1ccc2c(c1)OCO2 (stereo not given)	6	-5	-0.6	-0.3	-16	-6	3	-4	-2	12	17
Clc1ccc(C=Cc2ccccn2)c(Cl)c1	-245	1	-5.8	0.2	-84	-30	-13	-15	nt	20	-252
CC(C)NC(=O)NNC(=O)c1cc(COc2cc(Cl)cc(Cl)c2)on1	17	9	-0.2	1.2	-10	0	1	-5	-4	-3	15
Cc1ccc(NS(=O)(=O)c2c(C)nc3sccn3c2=O)cc1	7	-3	-0.9	0.6	-16	8	nt	-6	1	1	25
COC(=O)c1sc(SC)c2c1CC(C)(C)C/C2=N/O	24	3	-0.5	-0.1	-18	-8	-3	-4	1	-1	33
CCOC(=O)C1=C(COC(=O)COc2ccc(OCC)cc2)NC(=O)NC1C (stereo not given)	2	-5	0.0	-0.2	-10	2	-11	-6	-2	-5	13
CN1CCN(C(=O)CCCOc2ccc(Cl)cc2Cl)CC1	6	10	-0.4	0.0	20	-1	-4	-5	-1	4	-18
CC1CCC2(CC1)NC(=O)N(CC(=O)Nc1cccc(S(=O)(=O)N3CCCCC3)c1)C2=O (stereo not given)	0	-3	0.0	0.2	-21	-8	6	-1	nt	1	31
CC1(C)CC(=O)C=C(NCCO)C1	-1	nt	-1.6	-0.1	-4	-10	4	-6	2	-3	-2
CCN(CC)C(=O)c1ccc2nc(-c3ccccc3)c(-c3ccccc3)nc2c1	3	-3	0.1	0.2	-6	-2	6	-3	0	-3	-2

Complete entries as entered above. Values in the order: HIF-2a inh, Vif imaging, hiPSC survival, aDG glyco act, NR2E3 ag-1, MITF TRPM1 inh, PDI turbidity, CaV13 ICDI inh, NR2E3 ag-2, Granule exo inh, Peg3 promoter
O=C(Cn1cc(C(=O)c2ccco2)c2ccccc21)Nc1ccccc1 as listed: -11, -7, 2.9, 0.2, 8, 0, 3, nt, -3, 2, 11
COC(=O)c1cc(COc2ccc3ccc(=O)oc3c2)c(C)o1 as listed: -8, 1, 1.5, 0.3, -15, -7, 7, -3, 3, -1, -12

New compounds follow:
SMILES	HIF-2a inh	Vif imaging	hiPSC survival	aDG glyco act	NR2E3 ag-1	MITF TRPM1 inh	PDI turbidity	CaV13 ICDI inh	NR2E3 ag-2	Granule exo inh	Peg3 promoter
COC(=O)c1sccc1NC(=O)CSc1ccccc1NC(=O)CNC(C)C	-7	-10	0.5	0.2	-14	-3	3	-3	0	1	0
CCc1cccc(C)c1NC(=S)N1CCCC1C(=O)O (stereo not given)	15	-8	2.5	0.0	3	5	-1	-7	0	11	26
CCOC(=O)CCC(=O)OCC(=O)NC(C)C1CC2CCC1C2 (stereo not given)	7	-50	6.2	-0.1	-11	-3	-7	-6	0	-3	6
COCCNC(=O)c1c[nH]c2ccc(S(=O)(=O)Nc3ccc(F)cc3F)cc2c1=O	16	nt	-0.5	-0.1	-4	10	5	-2	2	0	14
Cc1ccc(C)c(OCCCNCc2ccccc2)c1	4	-3	0.3	0.4	16	7	-1	-6	0	22	-7
O=C(Nc1nccs1)c1ccccc1Br	-107	3	-0.9	0.0	11	-20	-4	-2	1	-4	-76
CC1CCN(C(=O)CSc2ccc(-c3cccnc3)nn2)CC1	1	nt	-0.3	-0.2	-2	2	-14	-6	6	-2	17
O=C(CCN1CCN(Cc2ccccc2)CC1)Nc1ccc(OCc2ccccc2)cc1	-6	-7	-1.3	3.7	-22	-7	1	-4	2	7	4
Cc1cc(C(=O)COC(=O)C2=NN(c3ccccc3)C(=O)CC2)c(C)n1CC(F)(F)F	4	nt	-0.2	-0.2	13	6	0	-4	-3	0	1
COc1cc(/C=C/C(=O)O)cc(S(=O)(=O)N2CCN(S(=O)(=O)c3ccc(Cl)cc3)CC2)c1OC	7	5	-0.3	0.0	-29	-4	0	-4	1	9	-2
C[C@@H]1CN([C@H](C)CO)C(=O)c2c(c3ccccc3n2C)-c2ccccc2CO[C@H]1CN(C)Cc1ccc(Oc2ccccc2)cc1	-34	4	0.7	-0.2	-39	nt	15	-6	nt	56*	58*
N#C/C(=C\c1ccccc1)C(=O)Nc1ccccn1	6	7	0.0	-0.2	-19	-14	5	-3	-5	-17	4
c1ccc2c(CNCCN3CCOCC3)cccc2c1	4	2	2.2	0.7	9	-6	-2	-5	1	16	1
COc1ccc(Nc2nc(Cl)nc(NCc3ccco3)n2)cc1	-2	-19	-4.0	-0.1	-32	5	0	nt	-3	-5	18
COc1ccc(S(=O)(=O)N2CCN(C(=O)c3cc4c(s3)CCCC4)CC2)cc1	1	12	-0.2	0.2	2	7	3	-5	1	1	1
C/C(=N/NS(=O)(=O)c1ccc(C)cc1)[C@H]1C[C@@H]1c1ccccc1	21	-3	0.4	-0.1	-5	-3	11	3	3	-2	4
O=C(NCCc1ccccc1)C(=O)N/N=C/c1ccccc1C(F)(F)F	4	8	-1.4	0.1	16	2	-4	-8	0	-5	-102
O=C(N/N=C/c1cccnc1)c1ccccc1[N+](=O)[O-]	16	0	0.6	-0.2	-15	3	-3	-6	10	9	5
O=C(NCc1ccco1)c1ccc(Oc2ccccc2)cc1	-117	2	-1.5	-0.3	-10	-51	-1	-5	-1	-5	-149
CCOC(=O)[C@]12CCC=C1N(CCC1=CCCCC1)C(=O)[C@H](CC(=O)N1CCN(C(=O)c3ccco3)CC1)C2	3	nt	-0.3	-0.2	-7	nt	nt	-2	nt	3	nt
Cc1ccccc1NS(=O)(=O)c1cc(C(=O)N2CCCC2)ccc1C	11	?	12	0.5	11	2	-6	nt	0	6	9
COc1ccc(/C=C/C(=O)NCc2nc3ccccc3[nH]2)cc1OC	1	-1	-0.1	-0.3	-3	0	-6	-11	0	1	-9
COc1ccc(C(=O)CN2C(=O)NC3(CCCc4ccccc43)C2=O)cc1OC (stereo not given)	1	-18	-2.1	0.0	5	-3	-2	-5	3	-5	2
NC(=S)N=Nc1c(O)n(CC(=O)Nc2ccccc2)c2ccccc12	22	9	-0.9	0.1	1	0	0	-19	0	9	3
COc1ccc(/C(O)=C2/C(=O)C(=O)N(CCCN(C)C)C2c2ccc(Cl)cc2)cc1OC (stereo not given)	0	-1	0.2	-0.2	-15	12	5	-5	2	0	-10
NC(Cc1ccc(Cl)cc1)c1csc(NC(=O)Nc2ccccc2)n1 (stereo not given)	-19	nt	-4.2	2.7	12	nt	16	-4	nt	8	101*
O=C(NCc1ccco1)c1nc2ncccn2n1	14	13	2.4	-0.1	22	-4	-2	-5	3	-1	6
CN(C)C1CN(Cc2cn(Cc3ccc(Cl)cc3)nn2)S(=O)(=O)C1 (stereo not given)	-2	nt	-0.3	-0.3	-24	nt	nt	-12	nt	7	nt
CN(C(=O)CO/N=C/c1ccc(OC(F)F)cc1)C1CCS(=O)(=O)C1 (stereo not given)	17	-1	0.3	-0.4	-13	-3	-2	4	2	-1	5
COc1ccc(C(=O)Nc2nc3ccccc3c(=O)[nH]2)cc1	-129	4	-3.4	-0.3	-171	-25	-4	-7	2	-2	-102
CCOC(=O)CN1C(=O)S/C(=C/c2cc(C)n(-c3ccccn3)c2C)C1=O	-160	1	-2.8	-0.3	-97	-48	-5	nt	-1	-2	-221
Cc1nnc(C)n1/N=C/c1cccc(Oc2ccccc2)c1	4	nt	1.2	0.3	9	-4	2	-8	4	-4	5
O=C(NC(=S)Nc1cccc2cccnc12)c1ccccc1	-108	6	-3.8	0.5	-15	1	-1	-5	3	-3	-126
